# Vif-APOBEC3F blk: Vif-A3F binding inhibition | AID 602313 | Potency, µM (doses to about 46.1 µM), for the others: at the top dose activity, negative = active | HeLa A3F-eYFP + Vif (tagged APOBEC3F with the HIV-1 protein that degrades it), YFP fluorescence increase | 390,000 compounds, 0.2% hits; note: potency is the fitted concentration of half-maximal effect; % of control where 0% means no effect; nearly all actives have a fitted effect of over 65% in size
#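 HeLa cells stably expressing Vif plus C-terminally eYFP-tagged A3F were seeded, incubated overnight at 37 deg C, dosed with compound, incubated overnight again at 37 deg C. Yellow fluorescence (Ex 488/Em 500-530) reported blocked Vif-mediated A3F-eYFP degradation.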
# Vif-APOBEC3G blk: Vif-A3G binding inhibition | HeLa A3G-eYFP + Vif (tagged APOBEC3G with the HIV-1 protein that degrades it), YFP fluorescence, overnight | Potency, µM (doses to about 46.1 µM), for the others: at the top dose activity, negative = active, hits mostly inhibitors | 410,000 compounds, 0.076% hits | AID 602310;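 note: potency is the fitted concentration of half-maximal effect; % is set by controls: 0 for no effect and ±100 for the full control effect; nearly all actives have a fitted effect of over 60% in size; hits raise eYFP signal because A3G escapes Vif-driven loss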
#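 HeLa cells stably expressing Vif and C-terminally eYFP-tagged A3G, seeded overnight at 37 deg C, then exposed to compound by pintool overnight at 37 deg C. Rise in yellow fluorescence (Ex 488/Em 500-530, Acumen) marks blocked Vif-driven A3G degradation.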
# USP1 inh: USP1/UAF1 (human) deubiquitinase inhibition; O94782; AID 743255; Potency, µM (top dose mostly 57.1 µM), for the others: top-dose activity change, negative = inhibition, actives largely listed as inhibitors; recombinant USP1/UAF1, Ub-Rhodamine cleavage fluorescence; 390,000 compounds, 0.23% hits; note: potency is the fitted concentration of half-maximal effect; % is set by controls: 0 for no effect and ±100 for the full control effect; nearly all actives have a fitted effect of over 60% in size; inactives centre near -12
# Target sequence (O94782 whole entry, looked up): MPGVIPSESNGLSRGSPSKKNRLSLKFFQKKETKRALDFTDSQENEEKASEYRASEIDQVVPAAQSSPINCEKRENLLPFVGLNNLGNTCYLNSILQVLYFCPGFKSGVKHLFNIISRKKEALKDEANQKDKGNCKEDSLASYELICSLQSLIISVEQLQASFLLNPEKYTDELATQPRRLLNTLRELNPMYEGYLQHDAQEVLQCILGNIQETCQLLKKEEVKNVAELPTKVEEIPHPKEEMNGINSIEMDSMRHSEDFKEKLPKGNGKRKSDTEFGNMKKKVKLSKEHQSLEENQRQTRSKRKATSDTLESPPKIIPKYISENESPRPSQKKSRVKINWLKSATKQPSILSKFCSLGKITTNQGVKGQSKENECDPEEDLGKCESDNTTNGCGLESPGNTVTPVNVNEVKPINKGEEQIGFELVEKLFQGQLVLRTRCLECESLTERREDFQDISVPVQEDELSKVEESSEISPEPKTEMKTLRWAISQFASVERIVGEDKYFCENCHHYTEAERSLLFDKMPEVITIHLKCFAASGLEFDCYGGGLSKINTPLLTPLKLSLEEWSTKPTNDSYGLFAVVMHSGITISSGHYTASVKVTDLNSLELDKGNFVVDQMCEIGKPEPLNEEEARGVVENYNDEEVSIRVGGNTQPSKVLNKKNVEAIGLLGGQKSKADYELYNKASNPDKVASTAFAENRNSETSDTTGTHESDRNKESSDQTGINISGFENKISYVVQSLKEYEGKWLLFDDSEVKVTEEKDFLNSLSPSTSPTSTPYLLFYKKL
#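 1 nM enzyme complex + cpd, 15 min RT; start with Ub-Rho 150nM final; kinetic fluorescence ex 480/em 540, 6 reads q60 s. Buffer 50mM HEPES pH 7.8, 0.5mM EDTA, 0.1 mg/ml BSA, 1mM TCEP, 0.01% Tween-20.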
# GRP78 ERSR act: inducers of ER stress response in human glioma cells; U87-MG GRP78 promoter luciferase reporter, 16 h; 420,000 compounds, 0.02% hits; Potency, µM, inactives show top-dose activation, most hits filed as activators; note: potency is the fitted concentration of half-maximal effect; series mostly up to about 76 µM; % of control where 0% means no effect; nearly all actives have a fitted effect of over 35% in size
#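 Stably transfected U87-MG glioma cells carrying a GRP78-based luciferase sensor; 16 h compound incubation. Luminescence end-point read 10 min after Bright-Glo addition at room temperature.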
# RGS4 inh: inhibitors of human regulator of G protein signaling 4; Transcreener GDP fluorescence polarization, RGS4-accelerated GTP hydrolysis; Potency, µM (doses to about 114 µM), without a hit: at the highest dose activity change, negative = inhibition, most hits filed as inhibitors; 390,000 compounds, 0.039% hits; AID 504845; note: potency is the fitted concentration of half-maximal effect; % is set by controls: 0 for no effect and ±100 for the full control effect; nearly all actives have a fitted effect of over 75% in size; some results filed as inactive show a strong effect at the top dose
# Target sequence (P49798 whole entry, looked up): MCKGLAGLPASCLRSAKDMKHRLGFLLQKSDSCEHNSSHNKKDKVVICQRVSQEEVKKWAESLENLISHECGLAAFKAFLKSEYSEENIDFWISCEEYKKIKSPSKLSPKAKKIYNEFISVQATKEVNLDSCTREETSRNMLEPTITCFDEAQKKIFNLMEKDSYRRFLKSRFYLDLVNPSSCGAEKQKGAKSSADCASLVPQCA
#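 MLSMR compounds (23 nl, pin-transferred) preincubated 10 min at room temperature with a 500nM (2x) first reagent, then RGS4 at 900nM (2x) plus Transcreener GDP mix added; fluorescence polarization (620/688 nm) read before and after 90 min at 30 °C.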
# mIDH1 inhibitor: blocks human mutant IDH1 R132H enzyme | O75874 | Potency, µM (top dose mostly 76.6 µM), inactives show at the highest dose activity change, negative = inhibition, hits mostly inhibitors | IDH1-R132H enzyme, NADPH consumption, diaphorase/resazurin fluorescence | 390,000 compounds, 0.093% hits | AID 602179; note: potency is the fitted concentration of half-maximal effect; % is set by controls: 0 for no effect and ±100 for the full control effect; nearly all actives have a fitted effect of over 65% in size
#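 IDH1-R132H (0.5 ug/mL) preincubated 30 min with compound, then NADPH (0.016 mM) and alpha-KG (2 mM) added; 80 min at RT, pH 7.5. Remaining NADPH coupled via diaphorase/resazurin to fluorescence (540/590 nm); concentration-response curves normalized to no-enzyme control.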
# rTrxR1 inhibitor: blocks rat thioredoxin reductase 1. O89049. recombinant rTrxR1, NADPH fluorescence consumption, selenite substrate. Potency, µM (doses to about 114 µM), for the others: top-dose activity change, negative = inhibition, usual class: inhibitors. 390,000 compounds, 1% hits. AID 588453; note: potency is the fitted concentration of half-maximal effect; % is set by controls: 0 for no effect and ±100 for the full control effect; nearly all actives have a fitted effect of over 65% in size
#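 Rat TrxR1 (90 nM in the dispensed reagent) was pre-reduced with 400 uM NADPH for 5 min at room temperature, then incubated with compound for 15 min. After 400 uM selenite was added, NADPH fluorescence (Ex 340/Em 450 nm) was followed for 8 min.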
# LDHA inh: blocks human lactate dehydrogenase A; P00338; purified LDHA, NADH/diaphorase-resazurin fluorescence; hits give low values; activity change, % (values are at about 110 or 230 µM); 480,000 compounds, 0.15% hits; in the data active = activity change below about -30%; inconclusive = mostly about -25% to -30%;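 note: plate controls were DMSO wells for no effect and wells without enzyme for full effect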
#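 Enzyme activity of human lactate dehydrogenase 5 (2 nM; 0.06 mM NADH, 0.2 mM pyruvate, 5 min, RT) is measured via a resazurin/diaphorase fluorescence readout of residual NADH.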
# TrxR1 substrate: substrates of rat thioredoxin reductase 1; 390,000 compounds, 0.01% hits; Potency, µM (series often up to 114 µM), for inactives: at the top dose activity change, negative = substrate turnover; purified TrxR1 substrate turnover, NADPH consumption readout; AID 588456; note: potency is the fitted concentration of half-maximal effect; % is set by controls: 0 for no effect and ±100 for the full control effect; nearly all actives have a fitted effect of over 50% in size
#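 Rat TrxR1, dispensed at 90 nM, was prereduced with 400 uM NADPH (final) for 5 min at ~22 deg C, then incubated with compound 15 min before 400 uM selenite. A first-read NADPH fluorescence drop versus no-compound background flagged substrates.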
# The depositor's hits bear a star; ? = inconclusive; . = not tested or not shown; [ ] = dose if it differs, or a comment. Unless noted, calls come from the whole dose curve; as a rule, active = well fitted curve in the direction sought with a large enough effect; inconclusive = small, poorly fitted or top-dose-only effect, or another doubt; inactive = no such curve, though single readings can be large; an effect the other way counts as inactive or inconclusive. This is a subset, so the mix of outcomes need not match the whole.
SMILES,Vif-APOBEC3F blk,Vif-APOBEC3G blk,USP1 inh,GRP78 ERSR act,RGS4 inh,mIDH1 inhibitor,rTrxR1 inhibitor,LDHA inh,TrxR1 substrate
COC(=O)c1cccc(NC(=O)NC2CCCN2S(=O)(=O)c2ccc(Cl)cc2)c1 (stereo not drawn),0%,1%,-18%,-4%,-2%,7%,1%,-5,-6%
CCCC1(CCC)NC(=O)N(CC(=O)Nc2ccccc2OC)C1=O,-8%,-3%,-9%,-1%,-31%,3%,-7%,3,3%
CC(C)(C)OC(=O)NCCCCCc1nnc(SCc2c(F)cccc2Cl)o1,-11%,5%,-21%,-3%,-30%,11%,18%,1,-1%
Cc1ccc(N2CC(C(=O)N3CCC(C(=O)Nc4nnc(C(C)C)s4)CC3)CC2=O)cc1 (stereo not drawn),3%,1%,-8%,-6%,-10%,5%,17%,0,4%
COc1cccc(/C=N/NC(=O)CCn2cnc3ccccc32)c1,4%,-2%,1%,-9%,21%,3%,20%[57.1 µM],-12,5%[57.1 µM]
C[C@]12c3[nH]c4ccc(Cl)cc4c3CCN1C(=O)[C@@H](CC(=O)NCCc1ccccn1)C[C@@H]2C(=O)N1CCOCC1,8%,-5%,-27%,-3%,7%,-8%,1%,-1,0%
Cc1cnc2ccccc2c1/C=C/c1ccc(N)cc1,.,-19%,.,-2%,.,.,?,-2,-7%
COc1ccc(S(=O)(=O)N2CCCCCC2)cc1C(=O)OCC(=O)NC(N)=O,-7%,0%,-17%,-4%,-21%,1%,20%[57.1 µM],2,-4%[57.1 µM]
CCO/C(=C/c1sc2ccc(OC)cc2[n+]1CCCS(=O)(=O)[O-])CC,2%,1%,-19%,-4%,-48%,3%,?,0,?
CCOC(=O)c1ccccc1NC(=O)COc1ccccc1,0%,1%,-7%,-1%,-34%,7%,-1%,0,-4%
CC1CC(C)CN(C(=O)CN2C(=O)NC3(CCCCCCC3)C2=O)C1 (stereo not drawn),-11%,5%,-9%,-3%,4%,-7%,23%,-7,2%
COc1ccc(/C=N/Nc2nnc(C)n2N)cc1OC(C)=O,-3%,-12%,-17%,-12%,-51%,17%,16%,33,-10%
CN1CCCN(C(=O)c2ccccc2Cl)CC1,0%,-8%,-7%,-3%,-28%,4%,12%,0,9%
O=C(NC1CCCCC1)C1CCC(=O)N(Cc2cccc(C(F)(F)F)c2)C1 (stereo not drawn),5%,2%,-10%,-3%,-27%,7%,-16%,-3,-9%
O=C(Cc1ccccc1)Nc1ccc(NC(=O)c2cccs2)cc1Cl,-2%,0%,0%,-2%,22%,0%,-6%,-1,3%
CCCC(=O)NC(c1ccc(C(C)C)cc1)c1ccc2cccnc2c1O (stereo not drawn),-13%,-22%,-13%,-5%,14%[56.9 µM],0%,9%,3,-5%
CC(=O)Oc1cc2c(C(=O)NCCCN3CCOCC3)c(C)oc2c2ccccc12,-12%,-9%,-19%,-8%,-19%[11.4 µM],1%,?,22,9%
Cc1nn(C2CCCCC2)c(N)c1-c1ccccc1,.,2%,-12%,3%,21%,4%,-5%,-6,-9%
CC(C)Oc1ccc(C(=O)Nc2ccc(N3CCCCC3)cc2)cc1,7%,-2%,10%,-4%,6%,3%,25%,-3,8%[0.0914 µM]
CN(C)S(=O)(=O)c1cc(NC(=O)COC(=O)CCc2ccccc2)ccc1Cl,-2%,2%,-24%,-7%,-14%,-2%,-4%,0,-8%
O=C(CCCCn1c(=O)c2ccccc2n(CC(=O)Nc2ccccc2)c1=O)NCc1ccco1,-13%,-14%,-19%,-4%,-39%,9%,-1%[57.1 µM],-5,-9%[57.1 µM]
COc1ccc(S(=O)(=O)N2CCOCC2)cc1NC(=O)COc1ccccc1,8%,-9%,-21%,-3%,-21%,-12%,-1%,-1,2%
O=C1C(=O)N(Cc2cccnc2)C(c2ccccn2)/C1=C(/O)c1ccc(F)cc1 (stereo not drawn),3%,0%,3%,-1%,-18%,-2%,-16%,-3,-10%
O=C(NCCS(=O)(=O)NC1CCCC1)c1ccccc1,4%,0%,-7%,-1%,13%,-1%,-1%[57.1 µM],-12,-5%[57.1 µM]
O=C(CSc1cn[nH]n1)Nc1ccccc1C(F)(F)F,-3%,-5%,-15%,-2%,-16%,-4%,9%[57.1 µM],-4,-2%[57.1 µM]
COc1ccc(-n2c(=O)c3c4c(sc3n3c(=S)[nH]nc23)CCCC4)cc1,-17%,3%,-7%,-4%,?,14%,2%[57.1 µM],-5,5%[57.1 µM]
CC(=O)Nc1cccc(C(=O)Oc2cccc(C)c2)c1O,-2%,-6%,-12%,0%,6%,-2%,-3%[57.1 µM],2,-4%
Cc1cc(OCC(O)CN(C)C(=O)C(C)Oc2ccccc2)ccc1Cl (stereo not drawn),-16%,3%,-23%,0%,13%,2%,28%,-2,7%
Cc1ccc(C)c(NC(=S)NC(C)C(c2ccccc2)N2CCN(C)CC2)c1 (stereo not drawn),0%,1%,-9%,-2%,13%,3%,19%[57.1 µM],-7,8%[57.1 µM]
COCCNC(=O)NC(=O)COC(=O)Cc1ccc2c(c1)OCCO2,4%,-7%,-3%,-1%,-8%,10%,8%,-2,5%
COc1cc(C(=O)NCCNc2nc3cc(C)ccc3cc2C#N)cc(OC)c1OC,0%,-7%,-17%,-6%,1%,-2%,46%[activator],0,78%[activator]
COCCN1C(=O)c2[nH]nc(-c3c(C)cc(C)cc3O)c2C1c1cccc(O)c1 (stereo not drawn),.,.,-16%,.,30%,.,-10%,-6,-9%
Cc1cc(C)n(-c2ccc(C(=O)OCC(=O)Nc3ccc(S(=O)(=O)N4CCCCC4)cc3)cc2)n1,4%,-6%,0%,-6%,18%,-4%,2%,-5,0%
CCN(c1ccccc1)S(=O)(=O)c1ccc(OC)c(NS(=O)(=O)c2cccs2)c1,7%,-4%,-10%,-4%,22%,-11%,36%,-8,6%
O=C(CCl)c1ccc2c(c1)CCN2C(=O)C1CCCCC1,-9%,-22%,-16%,0%,-26%,?,?,1,-4%
COCc1cc(C)n(CC(=O)Nc2ccc(N3CCOCC3)c(Cl)c2)c(=O)c1C#N,0%,-4%,-13%,5%,-10%,0%,-3%[57.1 µM],-11,-3%[57.1 µM]
COc1ccc(OCC(=O)N/N=C2\CCCCc3ccccc32)cc1,1%,0%,-9%,-3%,?,5%,11%[57.1 µM],2,-3%
CC1CCCCN1C(=O)c1ccccc1NC(=O)c1ccco1 (stereo not drawn),-10%,-4%,-13%,-4%,30%,1%,-5%,-4,2%
Cc1ccc(CN2CCCn3nc(C(=O)NCCc4ccccc4C)cc3C2=O)cc1,5%,4%,-17%,-3%,30%,-9%,7%[57.1 µM],-2,0%[57.1 µM]
Cc1ccc(/C=C/C(=O)OCC(=O)NCc2ccccc2)o1,-9%,3%,-17%,3%,-13%,0%,-18%[57.1 µM],-4,-3%[57.1 µM]
O=C(N/N=C/c1ccc(-c2ccc([N+](=O)[O-])cc2)o1)c1cccnc1,?,-10%,-22%,0%,-12%,1%,-3%[57.1 µM],-13,1%[57.1 µM]
COc1ccc(C2/C(=C(\O)c3ccc4c(c3)OCCO4)C(=O)C(=O)N2CCCn2ccnc2)cc1 (stereo not drawn),-9%,1%,-9%,-2%,-18%,4%,-2%,-1,-9%
CCOc1ccc(CNC(=O)C2CCCN(S(=O)(=O)c3ccc4c(ccn4C)c3)C2)cc1 (stereo not drawn),-6%,-2%,-17%,-5%,-8%,-6%,19%[57.1 µM],-4,1%[57.1 µM]
O=C(CN1C(=O)NC2(CCOc3ccccc32)C1=O)c1ccc[nH]1 (stereo not drawn),4%,0%,-14%,-2%,-28%,8%,-3%,0,-4%
Cc1ccc2cc(C#N)c(SCC(=O)NCC3CCCO3)nc2c1 (stereo not drawn),3%,-1%,-11%,-6%,3%,5%,4%[57.1 µM],2,7%
Cc1ccc(NC(=O)/C=C/c2cccc([N+](=O)[O-])c2)nc1,3%,-5%,-16%,-1%,6%,7%,11%[57.1 µM],0,5%[57.1 µM]
Cc1ccc(Cc2nnc3n(-c4ccccc4)nc(C(=O)c4ccccc4)n3c2=O)cc1,-4%,-8%,-19%,-3%,11%,4%,10%,-2,-8%
COc1ccc(OCC(=O)OC(C)CN2CCCCC2)cc1 (stereo not drawn),-15%,0%,-18%,-4%,6%,3%,-1%[57.1 µM],-6,3%[57.1 µM]
CCCCNC(=O)c1cnc2sc(N3CCCCCC3)nn2c1=O,-2%,2%,?,-2%,-8%,17%,-4%[57.1 µM],-2,25%[57.1 µM]
Cc1ccc(-n2c(C)nc3c(cnn3-c3ccccc3C)c2=O)cc1F,0%,-10%,-13%,1%,12%,-10%,-8%,-7,-7%
CCc1nc(SCC(=O)NC2CC2)c2c(C)c(C)sc2n1,12%,0%,-5%,-1%,13%,3%,17%,-6,2%
COc1ccc(OC(C)C(=O)N2CC(C)OC(C)C2)cc1 (stereo not drawn),4%,0%,5%,-4%,5%,-1%,-32%,1,-10%
